Compound activity from PubChem BioAssay.
p53 reactivator: qHTS assay for re-activators of p53 using a Luc reporter | H1299 p53-A138V BP100-luciferase reporter, luminescence, 24 h | Potency, µM (titrated, usually from 92.2 µM), for inactives: at the highest dose activity change, positive = activation, usual class: activators | AID 504706, 2011 | 0.063% of 320,000 active; further: % of control where 0% means no effect; nearly all actives have a fitted effect of over 45% in size
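H1299 (p53-null), stable ts p53-A138V + BP100-Luc; 1000 cells/well, Opti-MEM/10% FBS; cpd 4 pt, 1:5; 24 h, 37 deg C, 5% CO2; detection reagent 10 min RT; luminescence.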
BRCA1 expr act: qHTS Assay to Identify Small Molecule Activators of BRCA1 Expression. 1.1% of 380,000 active. Potency, µM (highest dose often 46.1 µM), for inactives: at the highest dose activation, hits mostly activators. MCF7-BRCA1-FFLuc reporter, luminescence, 48 h; response scale: scaled: vehicle 0%, 10 µM genistein 100%. AID 624202, 2012; further: nearly all actives have a fitted effect of over 80% in size; some results filed as inactive show a strong effect at the top dose
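Reporter cells (MCF7, BRCA1 promoter-firefly luciferase) received library compounds across a concentration series for 48 h. End-point luminescence was measured and concentration-effect curves derived after normalization.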
MBNL1-CUG inh: qHTS Assay for Inhibitors of MBNL1-poly(CUG) RNA binding | Muscleblind-like protein 1 (Homo sapiens), Q9NR56 | TR-FRET MBNL1-His/biotin-(CUG)12 binding, 665/545 ratio | Potency, µM (doses to about 57.5 µM), for the others: at the top dose activity change, negative = inhibition, actives largely listed as inhibitors | 0.036% of 280,000 active | AID 2675, 2010; active means well fitted inhibition curve with a large enough effect in the signal ratio, with a control signal flat, not every such curve was filed as active; inconclusive means small, poorly fitted or top-dose-only effect, or effect the other way, or a change in a side signal; inactive means no such curve, though single readings can be large or run the other way; the % refers to the signal ratio; further: on the % scale 0 is the no-effect control and ±100 the full control effect
Target sequence (Q9NR56 whole entry, looked up): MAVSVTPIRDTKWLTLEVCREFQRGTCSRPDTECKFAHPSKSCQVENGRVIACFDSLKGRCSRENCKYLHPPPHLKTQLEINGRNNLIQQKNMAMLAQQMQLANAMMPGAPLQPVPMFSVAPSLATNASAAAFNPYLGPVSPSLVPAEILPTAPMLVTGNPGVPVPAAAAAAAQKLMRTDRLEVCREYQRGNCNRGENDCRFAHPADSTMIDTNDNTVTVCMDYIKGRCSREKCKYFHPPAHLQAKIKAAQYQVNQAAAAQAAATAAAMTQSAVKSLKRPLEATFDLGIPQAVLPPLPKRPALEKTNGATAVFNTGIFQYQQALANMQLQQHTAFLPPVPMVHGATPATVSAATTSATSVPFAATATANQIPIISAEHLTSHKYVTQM
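Compound titration spanned 92 nM–58 uM against the MBNL1-His/biotin-(CUG)12 complex. After 60 min at room temperature with 5 nM streptavidin-XL665 and 0.055 ng/ul terbium anti-His, ratiometric 665/545 nm emission (Ex 340 nm) normalized to controls.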
uPA surface inh: qHTS for Inhibitors of Cell Surface uPA Generation; 0.31% of 330,000 active; cell surface uPA generation assay, qHTS; Potency, µM (series often up to 38.3 µM), inactives show at the top dose activity change, negative = inhibition, usual class: inhibitors; active means well fitted inhibition curve with a large enough effect; inconclusive means small, poorly fitted or top-dose-only effect; inactive means no such curve, though single readings can be large or run the other way; tested in mouse RAW 264.7 cells; further: on the % scale 0 is the no-effect control and ±100 the full control effect; nearly all actives have a fitted effect of over 55% in size
Gal4-VP16 FLuc: VP16 counterscreen qHTS for inhibitors of ROR gamma transcriptional activity | Potency, µM (titrated, usually from 53.6 µM), without a hit: at the highest dose activity, negative = inhibition, hits mostly inhibitors | Drosophila S2 Gal4-VP16 UAS-luciferase, luminescence, 20 h | 3.5% of 310,000 active;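 further: Gal4-VP16 expression switched on by copper sulfate through the metallothionein promoter; on the % scale 0 is the no-effect control and ±100 the full control effect; nearly all actives have a fitted effect of over 50% in size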
RORgamma inh: qHTS for inhibitors of ROR gamma transcriptional activity | Nuclear receptor ROR-gamma (Mus musculus), P51450 | Drosophila S2 Gal4-RORgamma UAS-luciferase reporter, 20 h | Potency, µM (series often up to 53.6 µM), for the others: at the highest dose activity change, negative = inhibition, hits mostly inhibitors | 5.4% of 310,000 active | AID 2551, 2010; further: on the % scale 0 is the no-effect control and ±100 the full control effect; nearly all actives have a fitted effect of over 60% in size
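ROR gamma transcriptional activity was tracked as Gal4-UAS luciferase output in stably transfected Drosophila Schneider cells, with compound added 1 hr before 700 uM copper sulfate induction and a 20 hr ambient-temperature incubation.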
Rab9 prom act: qHTS Assay for Rab9 Promoter Activators | Huh7 Rab9 promoter-luciferase reporter, luminescence, 24 h | Potency, µM (doses to about 9.22 µM), for the others: at the highest dose activation, negative = inhibition, most hits filed as activators | 2.8% of 320,000 active; further: % of control where 0% means no effect; nearly all actives have a fitted effect of over 60% in size
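Huh7 cells stably carrying Rab9 promoter–luciferase reporter, plated 1500 cells/well, compound added after 2 h and incubated 24 h at 37 °C; luciferase luminescence then read after 10 min with detection reagent.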
ELG1 genotox: qHTS screen for small molecules that induce genotoxicity in human embryonic kidney (HEK293T) cells expressing luciferase-tagged ELG1. HEK293T ELG1-luciferase reporter, luminescence, 16 h. Potency, µM (titrated, usually from 46 µM), for the others: at the highest dose activity change, positive = activation, hits mostly activators. 1.3% of 330,000 active. AID 504466, 2011; further: % of control where 0% means no effect; nearly all actives have a fitted effect of over 60% in size
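DMSO vehicle served as control against compound-treated ELG1-luciferase HEK293T cells; exposure lasted 16 hr at 37 °C and 5% CO2, followed by ONE-Glo luminescence detection after 30 min.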
NPC1 promoter act: qHTS Assay for NPC1 Promoter Activators | AID 485313, 2010 | Potency, µM (doses to about 9.22 µM), for inactives: top-dose activation, most hits filed as activators | Huh7 NPC1 promoter luciferase reporter, 24 h | 2.4% of 320,000 active;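 further: % of control where 0% means no effect; nearly all actives have a fitted effect of over 60% in size; reporter is driven by a mutant NPC1 promoter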
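NPC1 promoter–luciferase Huh7 cells; 24 h compound; luminescence.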
FLuc counter: qHTS profiling assay for firefly luciferase inhibitor/activator using purifed enzyme and Km concentrations of substrates (counterscreen for miR-21 project); purified FLuc, Km substrates, luminescence inhibition; Potency, µM (highest dose often 57.5 µM), for the others: top-dose activity change, negative = inhibition, actives largely listed as inhibitors; 6.9% of 360,000 active;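 further: plate controls were vehicle for no effect and reference inhibitor for full effect; nearly all actives have a fitted effect of over 55% in size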
Target sequence (P08659 whole entry, looked up): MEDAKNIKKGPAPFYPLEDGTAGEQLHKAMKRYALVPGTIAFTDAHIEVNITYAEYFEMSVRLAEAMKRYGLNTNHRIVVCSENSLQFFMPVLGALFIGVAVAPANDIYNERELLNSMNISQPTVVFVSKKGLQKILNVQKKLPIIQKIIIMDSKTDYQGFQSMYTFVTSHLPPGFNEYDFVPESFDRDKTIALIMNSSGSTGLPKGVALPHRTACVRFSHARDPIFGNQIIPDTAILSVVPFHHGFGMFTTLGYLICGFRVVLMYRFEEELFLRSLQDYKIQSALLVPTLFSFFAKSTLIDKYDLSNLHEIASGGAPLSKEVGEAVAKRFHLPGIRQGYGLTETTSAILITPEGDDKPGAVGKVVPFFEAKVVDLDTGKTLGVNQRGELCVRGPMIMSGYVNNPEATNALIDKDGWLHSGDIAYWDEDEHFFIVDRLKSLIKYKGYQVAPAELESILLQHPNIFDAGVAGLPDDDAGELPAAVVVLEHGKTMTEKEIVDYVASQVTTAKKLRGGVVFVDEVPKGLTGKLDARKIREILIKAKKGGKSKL
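Biochemical qHTS of compounds, final roughly 60 µM downward over six points, against 10 nM purified firefly luciferase using Km concentrations of substrates (10 uM D-luciferin, 10 uM ATP) in Tris acetate pH 7.5 buffer; luminescence output.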
Numbers without * were called inactive; ? = inconclusive; . = no result given; & = joins results of further samples; [ ] = dose if it differs, or a comment. Unless noted, the call rests on the fitted dose curve; in most records, active means well fitted curve in the direction sought with a large enough effect; inconclusive means small, poorly fitted or top-dose-only effect, or another doubt; inactive means no such curve, though single readings can be large; an effect the other way counts as inactive or inconclusive. Potency means the concentration at half of the fitted maximal effect.

cpd	Structure	p53 reactivator	BRCA1 expr act	MBNL1-CUG inh	uPA surface inh	Gal4-VP16 FLuc	RORgamma inh	Rab9 prom act	ELG1 genotox	NPC1 promoter act	FLuc counter
1	COc1ccc(OCCC(=O)OCC(=O)Nc2ccc(S(=O)(=O)N3CCOCC3)cc2)cc1	-3%	38%	-3%	.	-2%	5%	1%	0%	0%	-17%
2	Cc1cccc(C(=O)Nc2cccc(C(=O)N3CCOCC3)c2)c1	5%	37%	-2%	.	14%	36%	14%	17%	18%	?
3	CCOc1ccc2nc(N/C(N)=N/C(=S)Nc3ccc(OC)cc3)nc(C)c2c1	-4%	9%	-10%	-6%	?	1.6µM*	-6%	-9%	0%	-19%
4	CC12CC(O)C3c4ccc(O)cc4CCC3C1CCC2=O (stereo not given)	-1%	-25%	-7%	3%	9%	11%	-3%	0%	-5%	-1%
5	O=C(Nc1cccc2ncccc12)c1ccccc1[N+](=O)[O-]	.	8%	?	3%	-6%	35%	-2%	-12%	-7%	1%
6	O=C(Cn1c(=O)oc2cc(S(=O)(=O)N3CCCCCC3)ccc21)NC1CCCCC1	-1%	13%	-20%	4%	-4%	0%	-3%	-1%	1%	-1%
7	O=C(Nc1ccc(N2CCN(Cc3ccccc3Cl)CC2)cc1)c1cccnc1	-9%	-2%	?	12%	-8%	-32%	-14%	0%	-5%	0%
8	O=C(Nc1ccc(Cl)cc1Cl)c1cc2ccccc2o1	6%	84%	-7%	-2%	-1%	-14%	1.6µM*	?	1.4µM*	0.95µM*
9	CCOC(=O)C1=C(N)OC2=C(C(=O)CCC2)C1c1sccc1C (stereo not given)	16%	1%	58%[activator]	12%	22%	34%	-1%	11%	0%	-3%
10	O=C(CSc1nccn1Cc1ccc(F)cc1)NC1CCCC1	20%	-21%	-2%	8%	13%	9%	0%	0%	-3%	-3%&2%
11	C#Cc1ccc(CN2CCCC(C(=O)Nc3ccccc3Oc3cccnc3)C2)cc1 (stereo not given)	-12%	-44%	0%	4%	-6%	-5%	-4%	-6%	1%	-3%
12	O=C(CCS(=O)(=O)c1ccccc1)Nc1nncs1	-19%	-51%	-7%	-15%	-16%	-43%	1%	-3%	-5%	1%
13	O=C(CSc1nc(-c2ccccc2)cc(=O)[nH]1)N1CCOCC1	.	-17%	5%	9%	-2%	-17%	.	.	.	3%
14	Cc1ccc(NC(=S)NC(=O)Cc2ccccc2)c(O)c1	.	-44%	0%	4%	?	20µM*	3%	6%	22%	15µM*
15	Cc1ccc(-c2nc3c(=O)n(C)c4ccccc4c3o2)cc1	9%	-37%	27%	1%	-2%	-2%	23%	3%	19%	?
16	CSCCC(NC(=O)COc1ccccc1)C(=O)OCCOc1ccc(C)cc1 (stereo not given)	1%	8%	.	-24%	.	.	11%	-2%	5%	-3%
17	Cc1ccc(C(=O)OCC(=O)c2c(N)n(C)c(=O)n(C)c2=O)cc1S(=O)(=O)N1CCOCC1	-4%	0%	.	?	.	.	-1%	2%	0%	3%
18	COc1ccc(-c2cc(-c3ccccc3O)[nH]n2)cc1	?	6%	4%	-9%	16µM*	6.3µM*	3.2µM*	?	1.8µM*	0.85µM*
19	CCNc1nc(NCC)nc(ON=C(C)C)n1	5%	.	-14%	.	-5%	?	-5%	1%	-5%	-2%
20	N#CCOC(=O)c1cc(S(=O)(=O)N2CCCCC2)ccc1N1CCOCC1	-3%	1%	.	-4%	.	.	-2%	4%	-1%	0%
21	O=C1CCC(/C=C/c2ccccc2)=NN1Cc1ccc(F)cc1	-6%	0%	.	1%	8%	20%	-3%	-8%	-8%	-13%
22	Cc1cc(C(=O)Cn2nc(C(=O)O)c3ccccc3c2=O)c(C)n1CCc1ccc(Cl)cc1	0%	-28%	-1%	15%	-16%	-2%	2%	-17%	-6%	-12%
23	CC1CCN(C(=O)CC2C(=O)Nc3c2c(=O)n(C)c(=O)n3Cc2ccccc2)CC1 (stereo not given)	-2%	-4%	4%	.	-4%	18%	2%	-2%	1%	-11%
24	COc1ccccc1NC(=O)Nc1ccccc1C#N	.	-12%	-2%	1%	-4%	-29%	-1%	2%	0%	1%
25	COc1ccc(CCC(=O)Nc2ccc3c(c2)OCO3)cc1	-19%	7%	?	-2%	0%	?	-3%	-3%	9%	-16%
26	CCC1CCCCN1C(=O)COc1ccc2c3c(c(=O)oc2c1)CCC3 (stereo not given)	-5%	-9%	.	3%	.	.	-2%	1%	-3%	.
27	COc1cc(CNc2ncnc3c2[nH]c2ccc(C)cc23)cc(OC)c1	-6%	-38%	-7%	-2%	-10%	?	-8%	-11%	0%	27µM*
28	Oc1ccc(CNc2ccccc2F)c2cccnc12	8%	-64%&-90%	19%	-7%	?	10µM*	-37%&-7%[inhibitor]	-1%	-32%&-26%[inhibitor]	0%&7%
29	Nc1nc(NCc2ccco2)nc(N2CCCCC2)c1[N+](=O)[O-]	0%	-24%	2%	-19%	18%	?	-6%	-2%	-4%	3%
30	CCOc1ccc(C(=O)N2CCN(Cc3ccccc3)CC2)cc1OCC	1%	3%	4%	-2%	1%	6%	0%	2%	-5%	2%
31	O=C(NCc1ccccc1)NC1CC2CCC(C1)N2Cc1ccco1 (stereo not given)	13%	0%	7%	3%	-9%	-3%	-1%	0%	-2%	1%
32	Cc1cnc([N+](=O)[O-])n1CCOC(=O)NC(=O)c1ccc(F)cc1	-2%	-7%	?	0%	-4%	-5%	-3%	1%	-4%	-1%
33	CCOc1ccc(N2CC(O)Cn3c2nc2c3c(=O)n(CCCc3ccccc3)c(=O)n2C)cc1 (stereo not given)	3%	-3%	10%	-1%	9%	-1%	-2%	-11%	-1%	1%
34	CCCCN(CCCC)C(=O)c1nsnc1-c1ccccc1O	-1%	-24%	1%	.	13%	0%	2%	-2%	-3%	4%
35	Cc1cccc(NS(=O)(=O)c2cc(Cl)ccc2Cl)n1	?	-28%	1%	-10%	-18%	-5%	4%	-7%	1%	-3%
36	CCOc1ccc(-n2c(SCc3cc(=O)oc4cc(C)ccc34)nnc2-c2cccnc2)cc1	-2%	-19%	-19%	-2%	-4%	16%	-1%	1%	-3%	2%
37	C[C@@H]1CC=C[C@H]2[C@H]1C(=O)N(Cc1ccccc1)[C@H]2c1ccc(F)c(/C=C/c2ccccc2)c1	4%	-24%	-11%	-5%	6%	-5%	-9%	-2%	-3%	-1%
38	CCn1ccnc1CN(C)C(=O)c1ccc(OC2CCN(CCc3ccccc3)CC2)cc1	-1%	25%	-11%	-5%	4%	-31%	-1%	-1%	1%	0%
39	CS(=O)(=O)c1cccc(-c2nnc(NC(=O)C3=COCCO3)o2)c1	2%	7%	.	0%	.	.	-6%	1%	-7%	4%
40	Cc1cccc(NC(=O)CSCC(=O)Nc2sccc2C#N)c1	2%	1%	.	6%	.	.	-5%	-2%	2%	2%
41	COC(=O)[C@]1(Cc2ccccc2)N[C@H](CN(C)C(=O)c2ccc(C)cc2)[C@@H]2C(=O)N(Cc3ccccc3)C(=O)[C@@H]21	3%	-20%	.	6%	.	.	.	-3%	.	.
42	O=C1[C@@H]2Cc3c([nH]c4ccccc34)C(c3ccccc3)N2C(=O)CN1C1CCN(Cc2ccccc2)CC1 (stereo not given in full)	3%	-87%	-2%	-17%	?	2.8µM*	-5%	-5%	-8%	1%
43	Clc1ccc(-c2nnc(-c3ccccc3)c(-c3ccccc3)n2)cc1	3%	-3%	-10%	5%	3%	-3%	-2%	-3%	-1%	0%
44	Cc1cc(C)c2c(N)c(C(=O)c3ccccc3Cl)sc2n1	-4%	1%	27%	1%	2%	12%	-6%	-11%	0%	-1%
45	CC(NC(=O)COC(=O)c1cc([N+](=O)[O-])ccc1N1CCOCC1)c1ccc(F)cc1 (stereo not given)	-3%	-8%	.	4%	.	.	-1%	1%	-4%	1%
46	CC(C)Sc1nc2sc(-c3ccccc3)cc2c(=O)n1N	-3%	9%	-5%	5%	2%	-27%	7%	2%	10%	-8%
47	Cc1c(CCO)c(=O)n(-c2ccccc2)n1S(=O)(=O)c1ccc(F)cc1	0%	3%	-3%	5%	3%	-4%	-4%	1%	-5%	1%

Two entries from above, with values under each structure.
Every second line gives: p53 reactivator	BRCA1 expr act	MBNL1-CUG inh	uPA surface inh	Gal4-VP16 FLuc	RORgamma inh	Rab9 prom act	ELG1 genotox	NPC1 promoter act	FLuc counter
#44 Cc1cc(C)c2c(N)c(C(=O)c3ccccc3Cl)sc2n1
  -4%	1%	27%	1%	2%	12%	-6%	-11%	0%	-1%
#45 CC(NC(=O)COC(=O)c1cc([N+](=O)[O-])ccc1N1CCOCC1)c1ccc(F)cc1 (stereo not given)
  -3%	-8%	.	4%	.	.	-1%	1%	-4%	1%
